VEEV TC-83 Vero: inhibitors of VEEV TC-83 cytopathic effect, confirmation, Vero cells (AID 588727); 350,000 tested, 0.13% active; Vero cells, VEEV TC-83 cytopathic effect inhibition; higher % means a stronger effect; one-dose inhibition, % at 20 µM; IC50 in µM for titrated hits; in the data active means a potency from the dose series; inconclusive means inhibition mostly from about 14% at the one dose, without a potency; inactive means the rest, 99 in 100 with inhibition below about 12%; further: strong numbers were not always called active
tuberculosis growth: growth inhibition of non-replicating M. tuberculosis (AID 488890); one-dose inhibition, % at 25 µM; IC50 in µM for titrated hits; Mycobacterium tuberculosis non-replicating, growth inhibition; higher % means a stronger effect; 320,000 tested, 0.39% active; in the data active means a potency from the dose series; inconclusive means inhibition mostly from about 82% at the one dose, without a potency; inactive means the rest, 99 in 100 with inhibition below about 76%;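 further: plate controls were DMSO cells for no effect and high antibiotic wells for full effect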
H37Rv inhibition: M. tuberculosis growth inhibition, HTS (AID 449762). M. tuberculosis H37Rv growth inhibition, 7H9 media; higher % means a stronger effect. inhibition, % at 25 µM; hits with a dose series show IC50 in µM. 330,000 tested, 0.59% active; in the data active means a potency from the dose series; inconclusive means inhibition above about 70% without an active follow-up result;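 further: bacterial growth assessed after seven days of incubation; strong numbers were not always called active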
Salmonella PhoP GFP: Inhibition of PhoP regulon, Salmonella typhi GFP reporter cells, confirmation, 4 h (AID 1850). Salmonella Typhi PhoP-promoter GFP reporter, fluorescence, 4 h; higher % means a stronger effect. inhibition, % at 50 µM, or IC50 in µM where a hit was titrated. 310,000 tested, 0.33% active; in the data active means a potency from the dose series; inconclusive means inhibition mostly from about 25% at the one dose, without a potency; inactive means the rest, 99 in 100 with inhibition below about 19%;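 further: 0% = induced wells with vehicle and 100% = uninduced wells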
H1N1 NS1A inhibition: NS1A inhibition, H1N1 influenza, cell based functional assay (AID 504329); NS1A functional cell-based assay, percent inhibition; higher % means a stronger effect; inhibition, % at 12.5 µM, or IC50 in µM where a hit was titrated; 340,000 tested, 0.3% active; in the data active means a potency from the dose series; inconclusive means inhibition above about 27% without an active follow-up result; further: strong numbers were not always called active
Starred values were filed as active, the others as inactive; i = inactive; ? = inconclusive; . = no result given.

The opening four compounds, to show the layout:
Values in the order – VEEV TC-83 Vero	tuberculosis growth	H37Rv inhibition	Salmonella PhoP GFP	H1N1 NS1A inhibition
COc1ccccc1C(=O)NCC(=O)N1CCN(S(=O)(=O)c2ccc3c(c2)OCCO3)CC1
 : 2.4%	-13%	-3%	5%	-20%
O=C(N/N=C/c1ccc[nH]1)c1ccc2c(c1)OCO2
 : 1.5%	9µM*	-12%	6%	1%
CC[C@H](C)[C@H](NC(=O)OCc1ccccc1)C(=O)OCC(=O)N1CCN(c2ccc(F)cc2)CC1
 : i	.	.	.	-9%
CCCNC(=O)[C@H](Cc1c[nH]c2ccccc12)NC(=O)c1ccccc1Cl
 : 4.0%	14%	-2%	-5%	-7%

This part in full, previewed entries included:
Values in the order – VEEV TC-83 Vero	tuberculosis growth	H37Rv inhibition	Salmonella PhoP GFP	H1N1 NS1A inhibition
COc1ccccc1C(=O)NCC(=O)N1CCN(S(=O)(=O)c2ccc3c(c2)OCCO3)CC1
 : 2.4%	-13%	-3%	5%	-20%
O=C(N/N=C/c1ccc[nH]1)c1ccc2c(c1)OCO2
 : 1.5%	9µM*	-12%	6%	1%
CC[C@H](C)[C@H](NC(=O)OCc1ccccc1)C(=O)OCC(=O)N1CCN(c2ccc(F)cc2)CC1
 : i	.	.	.	-9%
CCCNC(=O)[C@H](Cc1c[nH]c2ccccc12)NC(=O)c1ccccc1Cl
 : 4.0%	14%	-2%	-5%	-7%
CCOC(=O)CN1C(=O)C(=O)c2cccc(C)c21
 : 1.4%	.	-1%	-17%	8%
Cc1cccc(N2C(=O)Cc3ccccc3C2=O)c1
 : 2.1%	4%	1%	-2%	6%
Cc1ccc(-c2nnc(SCC(=O)N3CCN(c4ccccc4)CC3)o2)cc1
 : 1.4%	11%	-5%	-1%	16%
CCCn1c(=NC(=O)c2ccco2)c(C(=O)OCC)cc2c(=O)n3ccccc3nc21
 : i	-3%	1%	-6%	0%
C=CCNC(=O)C12CCC(C)(C(=O)C1Br)C2(C)C (configuration not stated)
 : 0.2%	-12%	0%	1%	-16%
COc1ccc(C)cc1S(=O)(=O)N1CCN(C(=O)c2ncoc2-c2cccc(F)c2)CC1
 : 1.0%	-7%	4%	-11%	9%
O=C(N/N=C/c1cc([N+](=O)[O-])ccc1O)c1cccc(N2CCCC2=O)c1
 : 6.2%	31%	-8%	13%	6.6µM*
CC(C)CCNC(=O)c1ccc(Cn2c(=S)[nH]c3ccccc3c2=O)cc1
 : 4.2%	0%	4%	1%	-4%
O=c1cc(-c2ccccc2Cl)c2c([nH]1)CCC2
 : 7.9%	18%	-15%	-6%	-16%
Oc1ccc(Nc2nc(-c3cccnc3)cs2)cc1
 : 0.0%	51%	1%	-5%	-4%
COc1cccc(-c2csc(NC(=O)C3CC3)n2)c1
 : 7.5%	19%	-2%	.	-1%
O=C(CCS(=O)(=O)c1ccc(Br)cc1)NCCc1ccccc1
 : 1.1%	6%	5%	8%	21%
Cc1ccc(C)c(C(=O)OCC(=O)N(C)c2ccccc2)c1
 : 5.2%	18%	-4%	0%	-7%
O=C1COc2ccc(C(=O)COC(=O)Cc3ccccc3F)cc2N1
 : 1.0%	2%	-2%	0%	-4%
CNc1c(NS(=O)(=O)c2ccc3c(c2)CCCC3)c(=O)oc2ccccc12
 : 0.5%	-4%	-3%	5%	-26%
Cn1nc(-c2ccccc2)c(C(=O)NC(C(=O)O)c2ccccc2)c1Cl (configuration not stated)
 : 2.3%	-20%	-9%	7%	.
CCc1ccccc1N(C(=O)c1snc(C(N)=O)c1N)C(C(=O)NCC1CCCO1)c1ccc(OC)c(OC)c1 (configuration not stated)
 : i	.	.	.	9%
O=C1NC(=O)N(c2ccccc2)C(=O)/C1=C/c1coc2ccc(O)cc2c1=O
 : 2.6%	-12%	1%	-4%	5%
Cc1ccc(N2C(=O)NC(NC(=O)C(C)(C)C)(C(F)(F)F)C2=O)cc1C (configuration not stated)
 : 1.7%	.	8%	-3%	-2%
COc1ccc(/C=N/NC(=O)CNC(=O)c2ccc3c(c2)OCCO3)c(C(=O)O)c1OC
 : 1.8%	-2%	-5%	3%	-1%
COc1ccc(C(=O)NCC(c2cccs2)N2CCc3ccccc32)c(OC)c1 (configuration not stated)
 : 5.0%	0%	-1%	-1%	-1%
Cc1ccc(C2N(c3cccc(Cl)c3)C(=O)C3CCCN32)o1 (configuration not stated)
 : 0.4%	.	2%	6%	-11%
Cc1ccc(Nc2nc(N3CCOCC3)nc(N3CCOCC3)n2)cc1
 : i	-3%	-3%	-5%	-9%
Cc1c(CC(=O)NCCCCCC(=O)O)c(=O)oc2cc3occ(-c4ccccc4)c3cc12
 : 1.0%	-10%	1%	-5%	-1%
Cc1ncc([N+](=O)[O-])n1CC(=O)NC(C)(C)C
 : i	-18%	-6%	-1%	17%
O=C(N/N=C/c1ccco1)c1cc(-c2cccs2)[nH]n1
 : 2.5%	44%	3%	-3%	2%
Cc1nnsc1SCCNC(=O)c1c(F)cccc1F
 : 5.7%	8%	8%	-9%	-3%
Cc1ccc(S(=O)(=O)N2CCN(c3ncccn3)CC2)c(C)c1
 : 0.8%	14%	8%	4%	1%
CCOC(=O)c1ccc(NC(=S)NCCCN2CCN(C3CCCCC3)CC2)cc1
 : 0.2%	28%	-6%	10%	15%
CC(C)CN1CCN(Cc2cccn2-c2ccccn2)CC1CCO (configuration not stated)
 : 0.8%	-3%	1%	7%	16%
O=C(NCCN1C(=O)S/C(=C\c2ccccc2F)C1=O)C1=COCCO1
 : 7.3%	0%	8%	2%	-1%
Cc1ccc(C)c(N(C(=O)CNC(=O)c2ccco2)C(C(=O)NCC2CCCO2)c2ccccc2)c1 (configuration not stated)
 : 8.3%	-2%	-9%	0%	3%
COc1ccc(C/C(C)=N/NC(=O)c2cc(C)oc2C)cc1
 : 0.2%	1%	3%	-6%	1%
Cc1ccc(Nc2nnc(C)c3ccccc23)c(C)c1
 : i	16%	-4%	13%	17%
CC1CN(C(=O)COC(=O)c2ccc(S(=O)(=O)N(C)C)cc2)CC(C)O1 (configuration not stated)
 : 1.7%	-4%	50%	8%	-4%
CC1CCN(Cc2c(C(=O)N/N=C/c3cccc(C(F)(F)F)c3)nnn2-c2nonc2N)CC1
 : i	-17%	31%	0%	5%
CCCCOc1ccc(C(=O)NCC(=O)NNC(=O)c2ccco2)cc1
 : 0.7%	10%	5%	.	-6%
Cc1c(C)c2c(OCC(=O)N[C@@H](CC(C)C)C(=O)O)cc3c(c2oc1=O)CCC(C)(C)O3
 : 0.2%	74%	2%	11%	19%
O=C(O)CSc1nnc(CNc2ccccc2Cl)n1-c1ccccc1
 : 5.8%	14%	-8%	13%	2%
CC(NC(=O)CCC(=O)NCc1ccc(F)cc1)c1ccccc1 (configuration not stated)
 : 0.2%	9%	0%	-1%	-9%
COCCn1c(SCC(=O)NCCc2ccccc2)nc2c([nH]c3ccccc32)c1=O
 : 1.6%	-1%	-8%	-7%	-13%
CC1(C)CC(=O)C=C(NCCN2CCN(C(=S)NC3CCCCC3)CC2)C1
 : i	5%	0%	1%	-11%
CCCc1nc2ccccc2c(=O)n1CC(=O)c1ccc(OC)cc1
 : 1.8%	-14%	2%	-11%	1%
CN1CCc2c(sc(NC(=O)c3ccc(S(=O)(=O)N4CCOCC4)cc3)c2C(N)=O)C1
 : 7.3%	-7%	-6%	-5%	9%
O=C1CN(C(=O)COC(=O)c2ccco2)c2ccccc2N1
 : 0.1%	-5%	-17%	.	-5%
O=[N+]([O-])c1cccc(-c2nnn(C34CC5CC(CC(C5)C3)C4)n2)c1
 : 1.1%	0%	-1%	-3%	10%

More entries:
Values in the order – VEEV TC-83 Vero	tuberculosis growth	H37Rv inhibition	Salmonella PhoP GFP	H1N1 NS1A inhibition
CCc1cccc(NC(=O)C2CCCC2)c1
 : 1.8%	66%	46%	-2%	-4%
Cc1ccc2nc(-c3ccccc3)cc(C(=O)N3CCN(S(=O)(=O)c4c(C)noc4C)CC3)c2c1
 : 6.3%	-18%	-8%	.	0%
Cc1cc(C)n(CCOc2ccc(Cl)cc2Cl)n1
 : 4.5%	24%	-6%	-10%	-8%
COc1ccc(OC)c(S(=O)(=O)N2C(C)CCCC2C)c1 (configuration not stated)
 : i	3%	-5%	0%	19%
CCOCCCN(C)C1CCN(C(=O)c2oc3ccccc3c2NC(=O)c2ccc([N+](=O)[O-])cc2)CC1
 : i	28%	3%	2%	9%
COCCn1c(=O)sc2ccccc2c1=O
 : 1.6%	0%	0%	1%	0%
Cc1ccccc1NC(=S)NC(=O)c1cncc(Br)c1
 : 4.0%	76%	-23%	-8%	-7%
CCn1ncc(C(=O)Nc2cccc(Cl)c2)c1C
 : 0.8%	5%	-2%	-1%	-4%
COc1cccc(/C=N/NC(=O)CCn2c3ccccc3c3ccccc32)c1
 : 0.5%	1%	-1%	2%	-11%
COc1ccc2ccccc2c1CNC(=O)CC1C(=O)NCCN1CC(C)(C)C (configuration not stated)
 : 0.1%	45%	2%	5%	5%
COc1cccc(-c2noc(CCC(=O)Nc3cccnc3)n2)c1
 : 1.7%	10%	-2%	0%	-3%
COc1ccc(N2CCN(C(=O)c3ccc(-n4nc(C)cc4C)cc3)CC2)cc1
 : i	20%	-10%	-14%	-2%
CC1c2[nH]c3ccccc3c2C[C@H]2C(=O)N(CCCN(C)C)CC(=O)N12 (some centres not stated)
 : 0.8%	.	-1%	-3%	0%
CSCCC(NS(=O)(=O)c1ccccc1F)C(=O)NCC(c1ccco1)N(C)C (configuration not stated)
 : 2.2%	-4%	0%	.	-5%
O=C(CN(Cc1ccccc1)C(=O)CCC(=O)Nc1ccccn1)NCCc1ccccc1
 : 1.1%	10%	-7%	9%	9%
Cn1c(=O)[nH]c(=O)c2c1nc(NC1CCCC1)n2Cc1ccccc1
 : 0.5%	0%	-1%	-2%	-4%
O=C(CC1S/C(=N/N=C/c2cccs2)NC1=O)Nc1ccccc1F (configuration not stated)
 : 0.1%	-4%	0%	1%	2%
CCc1ccc(N(CC(=O)NCc2ccc3c(c2)OCO3)C(=O)c2csnn2)cc1
 : i	-1%	2%	-8%	2%
COc1ccc(S(=O)(=O)N2CCCCCC2)cc1C(=O)Nc1ccc(C(=O)N(C)C)cc1
 : 1.7%	.	.	.	0%
Cc1cccc(OCC(=O)Nc2ccncc2)c1C
 : 0.5%	49%	1%	-9%	-10%
CN(CC(=O)Nc1ccccc1Cl)C(=O)COC(=O)c1ccc(Cl)nc1
 : 1.7%	6%	-4%	3%	-8%
Cc1ccc(-c2nnn(CC(=O)N(c3ccc4c(c3)OCCO4)C(C(=O)NCC3CCCO3)c3ccc(F)cc3)n2)o1 (configuration not stated)
 : 0.2%	3%	-8%	-4%	7%
COc1ccc(C=C2c3ccccc3C(=O)c3ccccc32)c(OC)c1
 : 28%	76%	?	-11%	7%
COc1cc(C2=NOC(C(=O)N3CCN(c4ccc(F)cc4)CC3)C2)cc(OC)c1OC (configuration not stated)
 : 1.2%	19%	-6%	-9%	-11%
CC(=C\c1ccccc1)/C=C1/SC(=S)N(C(C(=O)O)C(C)C)C1=O (configuration not stated)
 : 0.1%	.	.	.	4%
Cc1ccc(S(=O)(=O)N2CCOCC2)cc1NC(=O)COC(=O)COc1cccc2c1OC(C)(C)C2
 : 0.7%	-13%	-11%	-4%	-12%
CN1CCN(c2nc3nonc3nc2N2CCN(C)CC2)CC1
 : i	3%	-8%	8%	-2%
COc1cc2c(cc1OC)[C@H]1C(=O)c3ccc4c(c3O[C@H]1CO2)C[C@@H](C(C)(C)O)O4
 : 0.6%	9%	3%	.	4%
COc1ccc(CCNc2cc(N3CCN(C(=O)c4ccccc4OC)CC3)ccc2[N+](=O)[O-])cc1OC
 : 5.7%	7%	0%	2%	-7%
CCOC(=O)N1CCN(C(=O)C2c3cc(OC)c(OC)cc3C(=O)N3CCc4ccccc4C23)CC1 (configuration not stated)
 : 1.4%	.	-10%	6%	5%
COc1ccc(S(=O)(=O)Nc2ccncc2)c(C)c1C
 : 1.0%	-9%	-4%	1%	-5%
Cc1cc(C)n2nc(C(=O)OCC(=O)Nc3ccc4c(c3)OCCO4)nc2n1
 : 0.4%	-1%	-6%	.	4%

Bioassay records deposited in PubChem BioAssay by Southern Research Specialized Biocontainment Screening Center.
